TNF death inh = inhibitors of TNF-alpha induced necroptosis in Jurkat FADD-/- cells | Jurkat FADD-/- TNF necroptosis rescue, ATP luminescence, 24 h; 0 = TNF only, 100 = no-TNF cells | activation (protection from cell death), % at 10 µM | 220,000 tested, 0.068% active | AID 463075;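 active = activation, meaning protection from cell death, of at least 50% relative to plate controls; inactive = activation below 50%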;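 also: necroptosis triggered by 40 ng/mL TNF-alpha added together with compound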
L929 necroptosis = blocks zVAD induced death of L929 cells. L929 zVAD necroptosis rescue, ATP luminescence, 24 h; with zVAD 60 µM. viability rescue, % at 10 µM. 220,000 tested, 0.38% active. AID 1377;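 active = activation, scaled between plate controls, above about 75%, limit read from the data; inactive = activation under that limit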;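 also: 0% = zVAD with DMSO and 100% = DMSO alone without zVAD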
eIF4E 4G PPI = blocks eIF4E binding to eIF4G. inhibition, % at 21.7 µM. TR-FRET eIF4E-eIF4GI(517-606) binding, 2 h. P63073+Q04637. 220,000 tested, 0.37% active;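 active = inhibition above about 30%, limit read from the data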;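 also: 0% = full FRET control wells and 100% = background wells lacking eIF4GI fragment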
Target sequence (P63073 whole entry, looked up, the tested form may be a part): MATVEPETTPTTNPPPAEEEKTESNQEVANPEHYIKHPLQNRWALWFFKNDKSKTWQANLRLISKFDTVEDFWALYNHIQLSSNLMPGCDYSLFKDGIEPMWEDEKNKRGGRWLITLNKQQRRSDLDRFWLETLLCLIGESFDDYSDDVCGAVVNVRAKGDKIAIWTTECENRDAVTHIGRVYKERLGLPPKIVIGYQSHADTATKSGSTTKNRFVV
Target sequence (Q04637 whole entry, looked up, the tested form may be a part): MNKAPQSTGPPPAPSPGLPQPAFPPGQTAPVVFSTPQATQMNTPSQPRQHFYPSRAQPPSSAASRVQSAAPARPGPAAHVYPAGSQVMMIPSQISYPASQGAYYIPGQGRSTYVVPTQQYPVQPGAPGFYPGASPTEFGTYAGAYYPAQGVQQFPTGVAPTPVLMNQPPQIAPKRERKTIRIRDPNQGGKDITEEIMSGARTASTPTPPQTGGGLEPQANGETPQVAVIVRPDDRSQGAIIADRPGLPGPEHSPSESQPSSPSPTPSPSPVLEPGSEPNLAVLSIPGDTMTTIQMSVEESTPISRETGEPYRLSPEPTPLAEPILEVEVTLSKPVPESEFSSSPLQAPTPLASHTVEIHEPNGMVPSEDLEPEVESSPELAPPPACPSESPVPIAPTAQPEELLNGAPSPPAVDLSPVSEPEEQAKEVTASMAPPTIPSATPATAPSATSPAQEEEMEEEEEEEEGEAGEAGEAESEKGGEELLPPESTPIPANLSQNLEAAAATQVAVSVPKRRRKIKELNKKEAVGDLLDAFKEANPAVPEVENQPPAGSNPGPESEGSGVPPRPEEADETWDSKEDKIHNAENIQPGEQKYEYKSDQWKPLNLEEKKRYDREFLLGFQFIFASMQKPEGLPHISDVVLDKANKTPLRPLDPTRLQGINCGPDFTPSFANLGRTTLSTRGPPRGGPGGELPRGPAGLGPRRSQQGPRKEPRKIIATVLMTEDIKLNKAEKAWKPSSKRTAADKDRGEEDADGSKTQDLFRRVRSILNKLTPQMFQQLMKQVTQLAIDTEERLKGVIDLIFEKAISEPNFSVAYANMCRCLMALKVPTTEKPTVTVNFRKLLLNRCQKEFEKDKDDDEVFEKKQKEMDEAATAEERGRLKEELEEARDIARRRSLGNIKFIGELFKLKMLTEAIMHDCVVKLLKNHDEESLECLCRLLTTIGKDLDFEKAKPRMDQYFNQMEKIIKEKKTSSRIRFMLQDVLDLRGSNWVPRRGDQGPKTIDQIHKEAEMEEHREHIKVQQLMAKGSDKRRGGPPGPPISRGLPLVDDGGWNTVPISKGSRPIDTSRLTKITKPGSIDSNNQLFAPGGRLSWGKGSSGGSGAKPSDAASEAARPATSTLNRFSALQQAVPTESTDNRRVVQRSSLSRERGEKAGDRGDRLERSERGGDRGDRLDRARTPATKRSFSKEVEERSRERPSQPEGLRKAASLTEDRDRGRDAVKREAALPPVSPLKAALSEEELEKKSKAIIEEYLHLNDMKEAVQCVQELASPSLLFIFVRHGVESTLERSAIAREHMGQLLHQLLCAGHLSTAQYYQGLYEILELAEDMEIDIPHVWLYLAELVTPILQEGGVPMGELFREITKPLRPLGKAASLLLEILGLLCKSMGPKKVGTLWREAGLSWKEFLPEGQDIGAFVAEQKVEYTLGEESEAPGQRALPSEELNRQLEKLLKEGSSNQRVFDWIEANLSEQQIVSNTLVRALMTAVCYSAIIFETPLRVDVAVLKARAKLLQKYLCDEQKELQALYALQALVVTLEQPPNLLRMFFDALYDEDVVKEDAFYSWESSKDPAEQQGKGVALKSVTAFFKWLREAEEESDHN
EBV gp42 inh = blocks Epstein-Barr virus glycoprotein 42 binding. Q1HVG2. Fluorescence polarization binding assay, mP read-out. inhibition, % (tested at 21.74 µM). 220,000 tested, 0.42% active; in the data active = inhibition above about 50%
MDM2 E3 inh = blocks human Mdm2 ubiquitin ligase activity | signal enhancement, % at 5 µM | cell-based MDM2 ubiquitination luciferase reporter, 2 h; 0 = plate control, 100 = twice control, blank-subtracted | Q00987 | 210,000 tested, 0.11% active;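 active = signal enhancement of 30% or more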;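 also: luminescence tracks abundance of the self-degrading MDM2-luciferase fusion protein; higher signal means inhibition of MDM2 E3 ligase activity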
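Timing – 2 h compound exposure at 37 °C · Assay system – mammalian cells stably expressing self-ubiquitinating, self-degrading MDM2 E3–luciferase fusion · Amount – 2000 cells seeded into each well · Measure – % luminescence enhancement versus blank-corrected plate control mean · Measured by – SteadyLite luminescence, 15 min reagent step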
Rad51 HR inh = blocks human Rad51 in homologous recombination; Q06609; inhibition, % at 10 µM; 200,000 tested, 0.085% active; hRad51 DNA strand exchange, fluorescence dequenching;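 active = inhibition above 40% at the single screening dose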;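 also: 0% = DMSO control wells and 100% = blanks with heterologous ssDNA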
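Material: Human Rad51 nucleoprotein filaments preassembled on unlabelled ssDNA | Also added: Labelled 47-mer dsDNA for strand exchange | Dosing: Single dose, 10 µM final compound | Schedule: 30-min compound preincubation and 15-min exchange, both room temperature | Technique: Fluorescence dequenching at 485/520 nm | Measure: Percent inhibition relative to plate controls and blanks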
Calpain2 inh = calpain II (pig) inhibition; inhibition, % at 16 µM; purified calpain II, fluorogenic peptide substrate, 30 min; 220,000 tested, 0.37% active;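 active = inhibition above about 50%, limit read from the data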
PERK inhibitor = blocks human PERK kinase; Q9NZJ5; CHO PERK-DD fusion, SEAP luminescence translation reporter; inhibition, % at 5.6 µM; 220,000 tested, 0.17% active; AID 1416;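 active = inhibition above the mean inhibition of all tested compounds plus 3 SD, set separately per screening campaign, cut at about 2.9% in these data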;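 also: PERK kinase domain activated by AP20187 dimerizer at 100 nM; 0% = DMSO with dimerizer and 100% = rapamycin at 8.4 µM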
KCC2 mod = modulators of human KCC2 chloride dependent transport; 190,000 tested, 2.2% active; KCC2 cells, thallium flux FluoZin-2 fluorescence; Q9H2X9; B-score of Tl+ flux slope (higher = more flux/activation; lower = inhibition) at 10 µM;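 active = thallium flux slope and its plate-corrected score both differing from the plate sample mean at a set confidence after two filtering rounds, in either direction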;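 also: slope of fluorescence scaled to starting intensity during 10 to 20 s after thallium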
* marks the source's active call; other numbers are inactive results; i = inactive; / = no result given; [ ] = another dose, or the depositor's remark.

nr | Structure | TNF death inh | MDM2 E3 inh | PERK inhibitor | KCC2 mod | eIF4E 4G PPI | EBV gp42 inh | Rad51 HR inh | L929 necroptosis | Calpain2 inh
1 | COc1ccc(-c2ocnc2C(=O)N2CCN(Cc3cccnc3)CC2)cc1 | -1.7 | -10 | 0.9 | -0.036 | 1 | -4 | 0 | 0.2 | -21
2 | COc1ccccc1NC(=O)CN1CCN(C2c3ccccc3-c3ccccc32)CC1 | -2.7 | 5 | -1.0 | / | 1 | -7 | -5 | 2.4 | 5
3 | CCn1ncc2c1C(=O)NC1c3ccccc3C(=O)N21 (centres undefined) | -1.5 | -6 | 1.6 | / | / | -15 | 6 | 2.9 | -15
4 | COc1ccc(-c2csc(NC(=O)CCCc3cccs3)n2)cc1 | 1.8 | -13 | 1.0 | 0.68 | 1 | -13 | -4 | 1.2 | 7
5 | COC(=O)c1ccc(C(=O)OC)c(NC(=O)C2CC2)c1 | 0.9 | -7 | -0.4 | -0.013 | 4[fluorescence artefact?] | -10 | 4 | 2.2 | -11
6 | O=S(=O)(c1ccc(NC2CCCc3ccccc32)nc1)N1CCOCC1 (centres undefined) | -3.9 | -12 | -0.7 | -0.18 | 9 | -15 | -1 | -0.2 | -24
7 | CC(=O)Oc1ccc(NC(=O)CCC2CCCCC2)c(C(=O)O)c1 | -2.6 | / | 1.0 | 0.5 | 3 | 1 | 6 | -0.4 | -21
8 | COc1ccc(NC(=O)c2sc(SC)nc2N)cc1 | -3.5 | -11 | -0.6 | -0.12 | 0 | 4 | 2 | 0.5 | -1
9 | C=CCn1c(-c2csc(-c3ccc(OC)c(OC)c3)n2)n[nH]c1=S | -2.0 | 12 | 0.9 | 0.18 | 6 | -3 | 3 | 1.0 | -6
10 | CO/N=C(/C)CCS(=O)(=O)c1ccccc1 | -0.4 | -6 | 1.0 | 1.2 | 2 | -9 | -28 | 1.0 | -12
11 | Cc1nc(-c2ccccc2)sc1-c1nc(-c2cccs2)ncc1S(=O)(=O)c1ccccc1 | 5.0 | -3 | 1.7 | / | 3[fluorescence artefact?] | -13 | 1 | 3.8 | -60
12 | CCN1C(=O)CSc2ccc(C(=O)NCc3ccco3)cc21 | -0.2 | 5 | -0.5 | 0.27 | 4 | -14 | -4 | 0.1 | 12
13 | CCOC(=O)Cc1csc(NC(=O)Nc2cccc(Cl)c2)n1 | -0.1 | 3 | -0.3 | -0.35 | 0 | -10 | / | 1.0 | -2
14 | CC1/C(=N/O)C(CN(C)C)C2CC1C2(C)C (centres undefined) | -0.6 | -4 | 1.1 | -0.17 | 5 | -4 | 10 | 0.1 | 0
15 | CCOC(=O)c1oc2ccccc2c1NC(=O)Cc1cccs1 | 0.3 | -16 | -1.0 | / | 4 | -5 | 0 | 2.4 | -3
16 | CCOc1ccc(-c2nn3c(-c4ccc(F)cc4)nnc3s2)cc1 | -1.8 | / | -0.3 | 0.8 | / | / | -5 | -0.4 | /
17 | CNc1nc(N)c([N+](=O)[O-])c(NCCO)n1 | 0.6 | 4 | 1.2 | 0.84 | 4 | -5 | -18 | -0.1 | 1
18 | COc1cccc(/C=N/NC(=O)C(=O)N2CCCC2)c1O | -3.1 | -1 | 0.3 | 0.85 | 0 | 5 | -8 | -0.1 | -25
19 | CC1CC(C)CN(CCCNC(=O)Cc2c(C(=O)O)[nH]c3ccccc23)C1 (centres undefined) | 0.2 | -15 | -1.1 | 0.058 | 4 | -17 | 3 | 1.4 | -5
20 | O=C(COC(=O)CNC(=O)c1ccccc1)Nc1ccc(S(=O)(=O)N2CCCC2)cc1 | -0.1 | -26 | 0.0 | -0.14 | 2 | -16 | 0 | 3.0 | 18
21 | COc1cccc(Cl)c1NC(=O)N1CCN(c2ccnc3cc(Cl)ccc23)CC1 | 0.9 | -1 | -0.5 | -1.4 | 3 | -17 | / | -0.4 | -21
22 | CC(=O)Nc1cccc(OCC(=O)Nc2ccccc2)c1 | -0.5 | -10 | -0.7 | -0.2 | 4 | -10 | / | 0.3 | -42
23 | N#CC12COC3(CCCCC3C1(C#N)C#N)OC2=N (centres undefined) | -21 | -35 | 0.3 | 1.2 | -3 | 5 | -18 | -0.1 | -45
24 | CCS(=O)(=O)N1CCN(c2ccc(C(=O)NC3C4CC5CC(C4)CC3C5)cc2[N+](=O)[O-])CC1 (centres undefined) | 1.4 | -13 | 0.3 | 0.008 | 3 | 6 | -1 | 0.9 | 12
25 | Cc1c(Cl)cccc1NC(=O)CCCCCN1C(=O)CCC1=O | -1.7 | -2 | -0.5 | 0.33 | -7[fluorescence artefact?] | -11 | / | -0.5 | -35
26 | O=C(c1cccc(S(=O)(=O)Nc2ccccc2Cl)c1)N1CCN(C(=O)c2ccco2)CC1 | -0.9 | -2 | -0.4 | -0.02 | 2 | 2 | 0 | 0.0 | 10
27 | Cc1nc2ccccc2nc(C)c1=NOCc1ccccc1Cl | 0.3 | 9 | 0.2 | 0.13 | 10 | -10 | -6 | 0.4 | 9
28 | Cc1ccc(-c2nnnn2-c2ccc(C)cc2)cc1 | 0.0 | -11 | -0.6 | -0.47 | -1 | 1 | 5 | -0.5 | 10
29 | CCCCc1cc(=O)oc2cc(C)cc(OC(C)C(=O)O)c12 (centres undefined) | -1.2 | -7 | 1.4 | 0.087 | 1 | -2 | 0 | 0.2 | i
30 | Cc1cc(S(=O)(=O)N2CCN(c3ncccn3)CC2)ccc1-n1cnnn1 | 1.7 | 5 | -1.1 | -0.018 | 1[fluorescence artefact?] | -16 | 5 | 3.2 | -17

Copied from the list:
Result of CC(=O)Nc1cccc(OCC(=O)Nc2ccccc2)c1 under MDM2 E3 inh: -10
Result of CNc1nc(N)c([N+](=O)[O-])c(NCCO)n1 under L929 necroptosis: -0.1
Result of O=C(COC(=O)CNC(=O)c1ccccc1)Nc1ccc(S(=O)(=O)N2CCCC2)cc1 under MDM2 E3 inh: -26

Whole records from above:
Record of Cc1nc2ccccc2nc(C)c1=NOCc1ccccc1Cl : TNF death inh = 0.3; MDM2 E3 inh = 9; PERK inhibitor = 0.2; KCC2 mod = 0.13; eIF4E 4G PPI = 10; EBV gp42 inh = -10; Rad51 HR inh = -6; L929 necroptosis = 0.4; Calpain2 inh = 9
Record of CC(=O)Nc1cccc(OCC(=O)Nc2ccccc2)c1 : TNF death inh = -0.5; MDM2 E3 inh = -10; PERK inhibitor = -0.7; KCC2 mod = -0.2; eIF4E 4G PPI = 4; EBV gp42 inh = -10; Rad51 HR inh = /; L929 necroptosis = 0.3; Calpain2 inh = -42

(next part)
nr | Structure | TNF death inh | MDM2 E3 inh | PERK inhibitor | KCC2 mod | eIF4E 4G PPI | EBV gp42 inh | Rad51 HR inh | L929 necroptosis | Calpain2 inh
31 | O=C(O)CCN1C(=O)C2C3c4ccccc4C(c4ccccc43)[C@@H]2C1=O (some centres undefined) | 0.8 | -5 | 0.1 | -1.5 | -1 | 2 | / | -0.2 | 14
32 | CNc1nc(Nc2ccccc2)nc(OCC(F)(F)F)n1 | 4.0 | -7 | 0.6 | -0.26 | 3 | -14 | -10 | -0.1 | 28
33 | Cc1c(Cl)c([N+](=O)[O-])nn1CC(=O)Nc1c(C)n(C)n(-c2ccccc2)c1=O | -0.3 | 0 | 0.4 | -0.04 | -1 | -2 | 19 | 0.0 | -39
34 | C/C(CC(=O)Nc1ccc(N(C)C)cc1)=N\NC(=O)c1ccc([N+](=O)[O-])cc1Cl | -0.2 | 2 | -0.1 | 0.71 | 1 | -6 | 5 | 1.3 | -7
35 | COC(=O)C1(C)NC(c2ccco2)C2C(=O)N(c3ccc(C)cc3)C(=O)C21 (centres undefined) | -0.3 | -20 | 0.6 | 0.03 | -13[fluorescence artefact?] | 7 | -2 | -0.2 | 17
36 | CCOc1ccc(CN2CCNC(=O)C2CC(=O)NCCC2=CCCCC2)cc1 (centres undefined) | 0.4 | -9 | 0.0 | 0.065 | -1 | 1 | -6 | 0.5 | -23
37 | CCN(Cc1cc(=O)n2ccsc2n1)c1cccc2ccccc12 | -4.9 | -8 | -0.3 | -0.23 | 3 | 17 | -19 | -0.3 | -28
38 | O=C(Cc1ccccc1)c1nnc(-c2ccccc2)o1 | 1.6 | -21 | 0.4 | 1.3 | 1 | -11 | -4 | 2.2 | 10
39 | O/N=C1\CC2(Cc3nonc31)OCCO2 | 1.1 | 0 | -0.1 | -0.045 | 9 | -1 | 6 | 1.1 | 12
40 | Cc1ccc(OCCOCCOc2cccc3cccnc23)c(Br)c1 | 5.2 | 1 | 0.0 | -2.1 | 6 | -3 | / | 0.1 | -3
41 | C=CCc1cc(/C=C2/NC(=S)NC2=O)cc(OC)c1O | -0.9 | -2 | -0.6 | -1.4 | 1[fluorescence artefact?] | -62 | / | 47 | -39
42 | CCCCOC(=O)Nc1ccc2c(C)cc(=O)oc2c1 | -0.3 | / | -1.0 | -0.51 | 3[fluorescence artefact?] | -17 | -1 | 1.0 | -189
43 | Cn1c(O)c(C2=c3ccccc3=NC2=O)sc1=Nc1ccc(Cl)cc1 | -5.4 | 13 | -0.5 | 0.58 | 0[fluorescence artefact?] | -11 | 3 | 1.0 | 9
44 | CC1=C(C(=O)N2CCOCC2)C(c2ccc(Br)cc2)NC(=S)N1c1ccccc1 (centres undefined) | -1.0 | -3 | 1.1 | 0.1 | 1 | -12 | 2 | -0.3 | 8
45 | CC(C)(C)NC(=O)c1ccc2nsnc2c1 | 0.9 | 7 | 1.4 | 0.82 | 5 | -10 | -30 | / | -2

Results in EBV gp42 inh (2 entries from above):
| No. | smiles | EBV gp42 inh |
| --- | --- | --- |
| 42 | CCCCOC(=O)Nc1ccc2c(C)cc(=O)oc2c1 | -17 |
| 43 | Cn1c(O)c(C2=c3ccccc3=NC2=O)sc1=Nc1ccc(Cl)cc1 | -11 |

Continued.
nr | Structure | TNF death inh | MDM2 E3 inh | PERK inhibitor | KCC2 mod | eIF4E 4G PPI | EBV gp42 inh | Rad51 HR inh | L929 necroptosis | Calpain2 inh
46 | Cc1nn(Cc2ccccc2)c(C)c1NC(=O)c1cc(-c2ccc3c(c2)OCO3)on1 | 0.4 | 2 | 1.4 | / | -2 | -13 | 1 | 5.1 | 4
47 | Cc1ccc(CNC(=S)NCc2ccncc2)cc1 | -0.8 | -9 | 0.5 | 0.84 | -1 | 0 | 6 | -0.5 | -20
48 | Cc1nc(CS(=O)(=O)c2ccc(Cl)cc2)cc(Sc2ccccc2Cl)n1 | -3.1 | -8 | 0.3 | / | 19 | -2 | -4 | -0.1 | 19
49 | O=C(CSc1ccccn1)Nc1ccc2c(c1)C(=O)c1ccccc1C2=O | 19 | -3 | 1.1 | 0.93 | 15 | 52* | 12 | 0.5 | -53
50 | O=C(CN1CCN(Cc2ccccc2F)C1=O)NCc1cccnc1 | 1.1 | -16 | 1.2 | -0.035 | 3 | -13 | 3 | 0.1 | -24
51 | OCCC1CN(Cc2cccn2-c2nccs2)CCN1Cc1ccc(F)c(F)c1 (centres undefined) | 0.4 | -9 | -0.6 | / | -1 | 1 | / | -0.8 | 6
52 | Cc1cccc(Cl)c1OCCCCn1ccnc1 | -0.2 | -1 | 0.8 | / | 3 | 2 | -2 | 0.1 | -6
53 | O=C(O)Cc1ccc(C(=O)c2ccccc2)s1 | 0.7 | -14 | 0.7 | -2.1 | -8 | -16 | -2 | 1.5 | 3
54 | Cc1cc(NC(=O)CCC(=O)N(Cc2ccco2)C(C(=O)NC2CCCCC2)c2cccs2)no1 (centres undefined) | 0.7 | -8 | -0.4 | 0.054 | -3 | 3 | -1 | 1.0 | 8

Source: PubChem BioAssay (several laboratories)
